KOR beta-arrestin-1: kappa opioid receptor blockers – cell-based, luminescence, uHTS (AID 1778). KOR beta-arrestin recruitment, luminescence, antagonist mode; higher % means a stronger effect. one-dose inhibition, % at 10 µM; IC50 in µM for titrated hits. hit rate 0.091% among 290,000; note: strong numbers were not always called active
KOR beta-arrestin-2: kappa opioid receptor activators – cell-based, luminescence, uHTS, primary screen (AID 1777); activation, % at 10 µM, or EC50 in µM where a hit was titrated; hit rate 0.02% among 280,000; KOR beta-arrestin recruitment, luminescence; higher % means a stronger effect; in the data active = activation above about 50%, passing the limit was not always enough; note: a part of the inactive calls stands beside numbers as strong as those of hits
Dynein transport: blocks dynein driven cargo transport along microtubules | hit rate 0.47% among 220,000 | z-score, hits read low | 3617.4 mouse cells, GR-EGFP nuclear translocation imaging; test concentration mostly 20 µM; stimulated with dexamethasone, 1 µM; hits give low values;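 active = plate z-score of nuclear minus cytoplasmic receptor signal below a set negative limit, without overly bright fluorescence or cell loss, cut at about -3.5 in these data, passing the limit was not always enough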;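 note: z-score of nuclear minus cytoplasmic ring GR-EGFP intensity difference per well; some compounds called inactive have numbers as strong as hits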
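Buffer or medium: tet-free, stripped-serum medium; Also added: dexamethasone, 1.0 µM final; Technique: high-content fluorescence imaging after fixation; Times: 48 h induction, 1 h compound, 30 min dex at 37 °C; Read-out: per-cell GR-EGFP intensity, nucleus versus surrounding cytoplasmic ring, well-averaged.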
NOD1 inhibition: inhibition of NOD1-driven NF-kB reporter – cell-based, luminescence, uHTS, primary screen (AID 1578) | NOD1-driven NF-kB luciferase reporter cells, luminescence; higher % means a stronger effect | inhibition, % at 4 µM; hits with a dose series show EC50 in µM | hit rate 1% among 290,000; in the data active = inhibition mostly above about 36%, no sharp cut-off; inactive = mostly below about 34%;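 note: HEK-293T reporter cells stimulated with the NOD1 agonist gamma-tri-DAP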
GPR55 beta-arrestin: selective activators of receptor GPR55 – imaging, U2OS cells, beta-arrestin-GFP redistribution, primary screen (AID 1961). one-dose activation, % at 10 µM; EC50 in µM for titrated hits. U2OS GPR55 beta-arrestin-GFP redistribution imaging; higher % means a stronger effect. hit rate 0.048% among 290,000;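 active = activation above 40% with more than 50 cells counted in the well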;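 note: U2OS osteosarcoma cells stably expressing GPR55 and beta-arrestin-GFP; plate controls were DMSO negative control for no effect and LPI positive control for full effect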
AID2073: disruptors of CaV2.2 binding to Mint1 – biochemical, HTRF (AID 2073). hit rate 0.19% among 290,000. one-dose inhibition, % at 20 µM; IC50 in µM for titrated hits. HTRF protein-protein interaction, Mint1-CaV2.2; higher % means a stronger effect; in the data active = inhibition mostly above about 51%, no sharp cut-off; note: some results filed as inactive read as strong as hits
M17LAP inhibition: P. falciparum M17LAP inhibitors, primary screen, biochemical, fluorogenic H-Leu-NHMec substrate, 1536-well (AID 1619); inhibition, % at 30 µM; hits with a dose series show IC50 in µM; hit rate 0.38% among 220,000; recombinant M17LAP, H-Leu-NHMec fluorogenic kinetic assay; higher % means a stronger effect;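 active = compound inhibiting the enzyme by more than half at any dose during confirmatory dose-response retesting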;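 note: plate controls were full reaction with DMSO carrier for no effect and no enzyme background for full effect; strong numbers were not always called active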
NOD2 inhibition: NOD2 signaling inhibitors, cell-based, luminescence, uHTS, HEK293 (AID 1566); HEK293 NOD2/NF-kB luciferase reporter, luminescence; higher % means a stronger effect; inhibition, % at 4 µM, or EC50 in µM where a hit was titrated; hit rate 0.63% among 290,000; note: many of its hits are not listed in these tables
M1AAP inhibition: P. falciparum M1AAP inhibitors, biochemical, fluorogenic H-Leu-NHMec substrate, 1536-well (AID 1445); recombinant M1AAP, H-Leu-NHMec fluorogenic kinetic assay; higher % means a stronger effect; inhibition, % at 30 µM, or IC50 in µM where a hit was titrated; hit rate 0.42% among 220,000;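 active = primary inhibition above the hit cutoff, then over 50% inhibition at one or more dose response concentrations, cut at about 23% in these data, passing the limit was not always enough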;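 note: plate controls were DMSO full reaction for no effect and no enzyme background for full effect; strong numbers were not always called active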
Dynein transport cytoplasmic EGFP: recorded beside Dynein transport, whose call it bears; z-score; measured here: cytoplasmic GR-EGFP intensity; hits give high values
Dynein transport nuclear GR-EGFP: further read-out of Dynein transport, marked with its call; z-score; measured here: nuclear GR-EGFP intensity;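 lower value marks the stronger effect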
Dynein transport cell count: recorded beside Dynein transport, whose call it bears; z-score; measured here: cell count per field
* marks the source's active call; other numbers are inactive results; . = not tested or not shown; [ ] = remark or other dose. Cut-off read from the data, not from the text of the source, unless noted: active = inhibition above about 50%; inactive = the rest. An excerpt; count on the stated rates, not on these rows.

cpd	KOR beta-arrestin-1	KOR beta-arrestin-2	Dynein transport	Dynein transport cytoplasmic EGFP	Dynein transport nuclear GR-EGFP	Dynein transport cell count	NOD1 inhibition	GPR55 beta-arrestin	AID2073	M17LAP inhibition	NOD2 inhibition	M1AAP inhibition	compound
1	3.4%	-3.6%	0.504	-0.225	0.824	0.0709	7.7%	-0.2%	0.9%	15.4%	23.0%	7.7%	Cc1ccc(-c2nnc(Nc3ccc4c(c3)OCO4)c3ccccc23)cc1S(N)(=O)=O
2	-4.8%[20 µM]	-4.5%	.	.	.	.	4.7%	-0.3%	2.4%	.	30.3%	.	C=CCn1cc(/C=C/c2cc[n+](C)cc2)c2ccccc21
3	12.0%	-1.4%	-1.22	-0.242	-1.17	-0.0799	-28.6%	0.3%	-7.7%	-2.4%	-7.0%	1.0%	Cc1nc(NC(=O)c2cccnc2)ccc1Br
4	-0.3%	-7.4%	-0.268	-0.332	-0.149	0.0698	-7.8%	-0.2%	-8.6%	-1.1%	11.4%	9.4%	COc1ccc(Cn2c(=O)[nH]c3cc(C(=O)NCCCOC(C)C)ccc3c2=O)cc1
5	-23.1%	6.8%	.	.	.	.	-0.1%	-0.1%	6.3%	.	-13.7%	.	Cc1cc(C)n(CCCNC(=O)C2CCC(=O)N(CCc3ccc(Cl)cc3)C2)n1 (centres undefined)
6	-12.8%	-0.6%	-0.241	-0.259	-0.163	0.17	-30.8%	-0.1%	-2.2%	-7.7%	-5.8%	-1.2%	Cc1ccccc1CSCC(=O)N1CCN(c2ccccc2)CC1
7	-12.0%	-1.8%	0.0958	0.432	0.386	-0.685	4.0%	-0.3%	-19.8%	-1.8%	22.4%	2.8%	COC(=O)Cc1ccc(NC(=S)N2CCN(c3cccc(O)c3)CC2)cc1
8	26.3%[20 µM]	-4.9%	.	.	.	.	-18.0%	-0.1%	6.3%	.	8.6%	.	CCc1ccccc1NC(=O)[C@@H]1CCC(=O)N1C1OC(=O)c2c1ccc(OC)c2OC (some centres undefined)
9	-6.8%	-1.1%	.	.	.	.	-39.7%	0.0%	1.3%	.	-23.9%	.	CC(Cc1ccccn1)NC(=O)c1ccc(OC2CCN(CCc3ccccc3)CC2)cc1 (centres undefined)
10	-23.0%	-4.2%	.	.	.	.	-9.7%	0.4%	4.2%	.	-9.3%	.	COc1ccc(N2C(=NC(=O)C3CCCCC3)SC3CS(=O)(=O)CC32)c(OC)c1 (centres undefined)
11	22.4%	3.5%	-0.176	-0.236	0.56	0.0158	-17.1%	-0.4%	-7.7%	-3.0%	7.9%	1.9%	Cc1ccc(NC(=O)c2cnn(C)c2)cc1[N+](=O)[O-]
12	-28.2%	-9.2%	1.37	-0.0553	0.663	-0.265	80.2%*	-0.1%	-7.8%	-4.0%	45.2%	8.6%	O=C(c1cncc(Br)c1)N1CCc2ccccc2C1
13	.	5.2%	1.67	-0.232	0.394	-0.284	4.0%	0.2%	0.1%	31.7%	-10.4%	0.0%	COc1ccc(N(Cc2cc3cccc(C)c3[nH]c2=O)C(=O)C2CCCO2)cc1 (centres undefined)
14	19.1%	-1.9%	0.602	-0.342	0.559	0.436	-25.6%	-0.4%	8.3%	-4.2%	-13.4%	1.1%	COc1ccc(-c2ccc(SCC(=O)c3ccc(F)cc3)nn2)cc1OC
15	-55.7%	3.7%	.	.	.	.	-23.5%	-0.1%	-10.3%	.	-2.8%	.	Cc1ccc(S(=O)(=O)N2CCN(C)CC2)c2nsnc12
16	13.5%	-3.2%	1	-0.0194	0.278	-0.572	-31.8%	0.2%	-11.3%	7.7%	13.1%	4.8%	Cn1c(Cc2ccccc2)nnc1SCc1nc2ccccc2c(=O)[nH]1
17	-4.3%	3.1%	.	.	.	.	-30.5%	-0.1%	-1.8%	.	-6.6%	.	O=C(c1ccco1)N1CCN(C(=O)c2cc3ccccc3oc2=O)CC1
18	26.3%	6.1%	0.156	-0.266	0.106	0.0951	-22.3%	-0.1%	22.6%	-0.6%	-6.9%	11.9%	CC(CCc1ccccc1)NC(=O)c1ccc(NC(=O)c2ccc(Cl)cc2Cl)cc1 (centres undefined)
19	-2.2%	1.1%	-0.693	-0.21	-0.0451	0.417	25.1%	0.0%	0.8%	12.8%	14.5%	0.5%	Oc1c(C(c2ccccn2)N2CCOCC2)ccc2cccnc12 (centres undefined)
20	-30.9%	-0.2%	-0.867	-0.142	-0.523	0.32	-11.4%	0.0%	-0.9%	-2.8%	-19.7%	-3.7%	CSCc1cc(N2CCOCC2)nc(SCc2ccc(Cl)c(Cl)c2)n1
21	4.3%	0.6%	-0.851	-0.226	-0.338	0.437	-20.9%	-0.5%	3.8%	-2.2%	1.7%	2.2%	Cc1ccc2cc(/C=N/NC(=O)c3ccc(F)cc3)c(Cl)nc2c1
22	-4.4%	0.6%	0.00426	-0.235	-0.228	0.367	-19.8%	0.7%	6.9%	-3.2%	0.9%	3.0%	O=C(CNC(=O)c1cccc(F)c1)OCc1cc(=O)n2cc(Br)ccc2n1
23	-106.4%	-0.9%	-0.511	-0.116	-0.0419	0.989	-12.8%	-0.1%	27.5%	-23.4%	-3.8%	-7.0%	CCOC(=O)N1CCN(C(=O)COc2ccc3c(c2)C(=O)CC2(CCN(C(C)=O)CC2)O3)CC1
24	26.4%	1.0%	0.284	-0.368	0.173	0.802	-25.2%	-0.3%	-3.7%	1.2%	14.8%	3.3%	COCCN(C(=O)C(=O)NC1CCCC1)C(C(=O)NC1CCCC1)c1ccccc1F (centres undefined)
25	-131.1%	22.5%	0.34	-0.697	-0.00401	-0.623	5.3%	-0.1%	10.9%	.	-161.6%	.	O=C(Nc1ccc(Oc2c(F)c(F)c(F)c(F)c2F)cc1)OC1CCN2Cc3ccccc3N=C12 (centres undefined)
26	-3.3%	-2.7%	1.15	-0.284	0.723	0.669	-33.1%	-0.5%	-3.0%	10.4%	-7.0%	3.6%	OCCCn1c(-c2ccccc2)n[nH]c1=S
27	10.6%	-0.8%	-0.518	-0.317	-0.478	0.525	-2.1%	0.5%	44.2%	-2.6%	-9.6%	3.4%	CC1CCCCC1NC(=O)CN1C(=O)c2cccc(N)c2C1=O (centres undefined)
28	-27.2%[20 µM]	-0.6%	-0.508	-0.31	-0.316	0.961	-12.0%	-0.1%	1.1%	3.5%	28.3%	3.8%	CCOC(=O)c1nn(-c2ccccc2)c(=O)cc1SC1CCCCC1
29	4.9%	-1.3%	0.0843	0.375	0.236	-0.0658	-18.1%	0.3%	-1.3%	6.3%	-26.4%	2.4%	CC(=O)NC1C(=O)N(CCc2ccccc2)c2ccc(Br)cc21 (centres undefined)
30	2.2%	0.4%	1.43	-0.127	0.68	-0.58	-8.4%	0.0%	-8.1%	-6.7%	14.9%	4.0%	CCOC(=O)C1CCN(Cc2cnc(NC(=O)OC)s2)CC1
31	4.8%	-3.0%	.	.	.	.	-7.9%	0.0%	6.2%	.	4.0%	.	CC(=O)C12CCCCC1CC1C3CC(C)C4(O)CC(=O)CCC4(C)C3CCC12C (centres undefined)
32	8.1%	5.2%	-0.459	-0.326	-0.32	0.258	-24.7%	-0.4%	-14.8%	-2.5%	-1.1%	2.3%	Cc1ccc(S(=O)(=O)NCC(=O)NCC(=O)OCC(=O)N2CC(=O)Nc3ccccc32)cc1C

Full records, looked up by structure.
`CC(=O)C12CCCCC1CC1C3CC(C)C4(O)CC(=O)CCC4(C)C3CCC12C` (centres undefined) is listed with KOR beta-arrestin-1 = 4.8%; KOR beta-arrestin-2 = -3.0%; Dynein transport = .; Dynein transport cytoplasmic EGFP = .; Dynein transport nuclear GR-EGFP = .; Dynein transport cell count = .; NOD1 inhibition = -7.9%; GPR55 beta-arrestin = 0.0%; AID2073 = 6.2%; M17LAP inhibition = .; NOD2 inhibition = 4.0%; M1AAP inhibition = .
`CC1CCCCC1NC(=O)CN1C(=O)c2cccc(N)c2C1=O` (centres undefined) is listed with KOR beta-arrestin-1 = 10.6%; KOR beta-arrestin-2 = -0.8%; Dynein transport = -0.518; Dynein transport cytoplasmic EGFP = -0.317; Dynein transport nuclear GR-EGFP = -0.478; Dynein transport cell count = 0.525; NOD1 inhibition = -2.1%; GPR55 beta-arrestin = 0.5%; AID2073 = 44.2%; M17LAP inhibition = -2.6%; NOD2 inhibition = -9.6%; M1AAP inhibition = 3.4%

Next part.
cpd	KOR beta-arrestin-1	KOR beta-arrestin-2	Dynein transport	Dynein transport cytoplasmic EGFP	Dynein transport nuclear GR-EGFP	Dynein transport cell count	NOD1 inhibition	GPR55 beta-arrestin	AID2073	M17LAP inhibition	NOD2 inhibition	M1AAP inhibition	compound
33	-33.7%	4.8%	-0.763	-0.325	-0.438	1.31	-2.2%	-0.1%	7.4%	-1.8%	6.8%	7.1%	CCOC(=O)c1c(N)nn(C(C)=O)c1-c1ccccc1
34	23.7%	-2.5%	-0.515	-0.227	-0.403	0.299	-23.6%	-0.1%	-9.7%	1.5%	-17.8%	-1.0%	CC(C)c1ccc(NC(=S)NN2CCOCC2)cc1
35	-4.6%[20 µM]	-6.0%	.	.	.	.	-14.3%	-0.2%	10.5%	.	11.0%	.	Cc1ccc(C2c3[nH]c4ccccc4c3C[C@H]3C(=O)N(c4ccccc4C(=O)N4CCC[C@H]4C(=O)O)C(=O)N23)cc1 (some centres undefined)
36	-53.7%	10.3%	.	.	.	.	27.9%	-0.4%	9.2%	.	-3.7%	.	O=C(Nc1ccccc1[N+](=O)[O-])c1cc(S(=O)(=O)Nc2ccccn2)ccc1Cl
37	0.8%	-7.0%	.	.	.	.	-11.4%	0.0%	0.2%	.	9.6%	.	C[C@@H]1NC(=O)N(c2ccc(F)cc2)C1=O
38	25.2%	37.7%	-0.851	-0.232	-0.567	0.407	-11.6%	0.5%	1.8%	5.1%	3.8%	2.6%	C/C(=N/NC(=O)c1cc(-c2cccc([N+](=O)[O-])c2)n[nH]1)c1cccc(O)c1
39	-4.2%	7.7%	0.17	-0.204	0.376	-0.244	6.0%	-0.1%	-16.1%	3.9%	-2.4%	5.3%	O=C1Nc2ccccc2OC1CC(=O)N1CCN(c2cccc(C(F)(F)F)c2)CC1 (centres undefined)
40	-7.8%	2.2%	0.694	-0.197	0.827	0.15	-2.0%	0.3%	2.3%	0.7%	-3.3%	-0.7%	CS(=O)CCC(NS(=O)(=O)c1ccccc1)C(=O)O (centres undefined)
41	-51.1%	3.3%	.	.	.	.	4.3%	0.3%	2.7%	.	-0.9%	.	COc1ccccc1N1CCN(S(=O)(=O)c2cc(Br)cnc2N)CC1
42	-14.2%	4.5%	.	.	.	.	-33.5%	-0.1%	2.9%	.	-1.1%	.	OC1CCCN(CC(O)COc2ccc(-c3ccccc3)cc2)C1 (centres undefined)
